Source: PubChem (several laboratories)
Mtb RmlCD inh = inhibitors of Mycobacterium tuberculosis RmlC and RmlD coupled enzymes. P9WH09+P9WH11. inhibition, % at 3.6 µM. 0.03% of 160,000 active. RmlC+RmlD coupled enzyme assay, percent inhibition; primary screen in compound mixtures. AID 1533; in the data active means inhibition mostly above about 34%, no sharp cut-off; inconclusive means no clear call, values can overlap the other calls; inactive means mostly below about 22%; further: some results filed as inactive read as strong as hits
Target sequence (P9WH09 whole entry, looked up): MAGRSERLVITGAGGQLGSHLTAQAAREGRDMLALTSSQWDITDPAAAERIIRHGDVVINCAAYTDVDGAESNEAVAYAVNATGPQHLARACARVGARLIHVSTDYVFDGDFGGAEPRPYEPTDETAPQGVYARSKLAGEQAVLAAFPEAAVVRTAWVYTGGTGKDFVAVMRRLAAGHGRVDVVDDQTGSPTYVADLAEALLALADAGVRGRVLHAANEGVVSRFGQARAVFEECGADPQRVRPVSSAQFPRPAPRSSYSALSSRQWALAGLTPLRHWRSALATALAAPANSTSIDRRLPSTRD
Target sequence (P9WH11 whole entry, looked up): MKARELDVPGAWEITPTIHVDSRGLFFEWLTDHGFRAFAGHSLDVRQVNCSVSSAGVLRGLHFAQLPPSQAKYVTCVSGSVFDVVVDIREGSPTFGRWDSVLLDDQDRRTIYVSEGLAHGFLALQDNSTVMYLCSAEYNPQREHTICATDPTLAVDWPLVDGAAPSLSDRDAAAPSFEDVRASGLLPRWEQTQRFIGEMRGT
GlmU inhibition = inhibition of mycobacterial GlmU enzyme – biochemical, glucosamine-1-phosphate acetyltransferase (AID 1376); inhibition, %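 (tested at 30 µM in the primary screen)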; hits with a dose series show IC50 in µM; 0.25% of 220,000 active; M. tuberculosis GlmU acetyltransferase enzyme assay; higher % means a stronger effect; in the data active means inhibition above about 13%; inconclusive means no clear call, values can overlap the other calls;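 further: 0% = complete reaction with vehicle and 100% = reaction without substrate; strong numbers were not always called active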
Starred values were filed as active, the others as inactive; ? = inconclusive; / = not tested or not shown. These rows are one share of the data; count on the stated rates, not on these rows.

Structure,GlmU inhibition,Mtb RmlCD inh
CC1CCN(CCc2nc3cc(NS(=O)(=O)c4ccccc4)ccc3n2C)CC1,-1.7%,?
COC(=O)c1ccc(NC(=S)N2CCN(C)CC2)cc1,-2.7%,-4.2
CCN(CC)P(=O)(Nc1ccc(C)cc1Br)c1ccc(N(C)C)cc1NC(=O)c1ccco1 (stereo not drawn),7.9%,6.2
Cc1cc(C(=O)N(CCC#N)Cc2cccs2)no1,-5.8%,59.7
Cn1nnnc1SCc1nnc(-c2ccccc2Br)o1,-0.6%,/
OCCC1CN(C2CCN(c3ccccc3)CC2)CCN1Cc1ccc(F)c(F)c1 (stereo not drawn),-3.3%,-4.0
CC(=O)CSc1nnc(Cc2ccc([N+](=O)[O-])cc2)o1,2.2%,-6.3
Cn1c(/C=C/c2cccc([N+](=O)[O-])c2)nc2ccccc2c1=O,3.6%,3.7
COc1ccc(Oc2coc3cc(OC(=O)/C=C/c4ccc(F)cc4)ccc3c2=O)cc1,-4.3%,-4.2
CCCCC(=O)Nc1cccc(NC(=S)NC(=O)Cc2ccccc2)c1,3.3%,2.4
O=[N+]([O-])c1ccc(-c2nc(-c3ccncc3)no2)cc1,1.6%,/
COc1cc(/C=N/NC(=O)c2ccc3nc[nH]c3c2)ccc1O,-2.0%,-7.3
COc1ccc(OC)c(C(=O)c2ccc(C(=O)Nc3ccccc3)cc2)c1,-5.7%,-4.5
CCOc1ccc(NC(=O)c2cccc(-n3cnnn3)c2)cc1,2.2%,/
Cc1ccc(C)c(N2CCN(C(=O)Cc3ccc(-n4c(=O)[nH]c5ccsc5c4=O)cc3)CC2)c1,0.7%,-0.7
O=C(O)c1sc2cccc(Cl)c2c1Cl,7.5%,-11.4
O=C(COC(=O)c1cc(-c2cccc(Br)c2)nc2ccccc12)NCC1CCCO1 (stereo not drawn),-3.2%,-38.4
N#CCCCSC1=C(C#N)C(c2ccccc2Cl)CC(=O)N1 (stereo not drawn),5.2%,60.7
CC(=O)N1CCN(S(=O)(=O)c2cccc(C(=O)Nc3nc4c(s3)CCCC4)c2)CC1,1.8%,-5.3
Cc1cc(Nc2cccc([N+](=O)[O-])c2)n2c(nc3ccccc32)c1C#N,/,4.2
Oc1c(CN2CCN(c3ccccn3)CC2)cc(Cl)c2cccnc12,-1.8%,/
FC(F)(F)c1nc2ccccc2n2c(-c3c(Cl)cccc3Cl)nnc12,/,11.9
COc1cccc(C2=NOC(C(=O)NCCCn3ccnc3)C2)c1 (stereo not drawn),-3.6%,/
O=C(Nc1cccc(Cl)c1)c1ccc(F)c(S(=O)(=O)NCc2cccs2)c1,3.7%,?
O=C(NC1CCCCC1)C(c1ccc(F)cc1)N(C(=O)c1cccs1)c1ccc2c(c1)OCO2 (stereo not drawn),3.6%,/
O=C(NCc1ccc2c(c1)OCO2)c1cc(S(=O)(=O)N2CCCCC2)ccc1F,4.8%,-5.4
CN1C2C=C3C(C#N)=C(N)C(C#N)(C#N)[C@@H](c4ccc(Cl)cc4)[C@@H]3C1CC2 (stereo partly drawn),4.8%,-6.6
CC(C)c1ccc(-c2nn[nH]n2)cc1,-0.6%,/
CCOc1cc(C2NN=C(c3ccccc3)S2)ccc1OCc1ccc(F)cc1 (stereo not drawn),2.2%,/
CCn1c2ccccc2c2cc(/C=N/NC(=O)c3ccccc3C)ccc21,6.8%,7.8
COc1cc(/C=C2\SC(N3CCc4ccccc4C3)=NC2=O)cc(OC)c1OC,2.1%,/
CC1CCN(C(=S)c2ccc(N(C)C)cc2)CC1,-5.7%,-11.1
CCn1ncc(C2=NOC(C(=O)N3CCN(c4ccccc4)CC3)C2)c1C (stereo not drawn),-0.1%,/
Fc1nc(F)c(F)c(NCCCNc2c(F)c(F)nc(F)c2F)c1F,6.1%,2.1
O=C(CSc1nnc(-c2ccncc2)n1Cc1ccccc1)Nc1nccs1,-4.0%,4.6
COc1cc(CC(=O)Nc2ccccc2N2CCCCC2)cc(OC)c1OC,3.8%,8.7
CCOC(=O)C(C(=O)OCC)=C1OC(=O)c2ccccc21,/,8.2
CCOC(=O)CC1=NS(=O)(=O)c2ccccc2N1,1.6%,1.9
O=C1CCC(C(=O)N2CCCC(C(=O)c3ccc4c5c(cccc35)CC4)C2)=NN1 (stereo not drawn),8.9%,4.8
N#Cc1c(N)nc(SCC(=O)OCc2ccccc2)c(C#N)c1-c1ccco1,1.6%,-11.3
Cc1ccccc1NC(=S)NC(NC(=O)COc1ccccc1)C(Cl)(Cl)Cl (stereo not drawn),3.5%,9.6
O=[N+]([O-])c1cccnc1N1CCCCC1,13.3%*,/
Cc1ccc(S(=O)(=O)c2c(COC(=O)c3cccc(Cl)c3)c(-c3ccccc3)nn2C)cc1,-2.2%,/
CCc1ccccc1NC(=O)/C(=C/c1ccccc1)c1ccccc1,5.3%,6.8
CC(=O)c1ccc(NC(=O)C(Cc2ccccc2)NC(=O)c2ccco2)cc1 (stereo not drawn),1.8%,4.7
COc1ccc(-c2[nH]ncc2CNC(C)c2ccccc2Cl)cc1F (stereo not drawn),2.5%,6.1
CN(C(=O)c1cccc(C#N)c1)c1nnc(C2CCOC2)s1 (stereo not drawn),-2.6%,3.1
O=C(O)c1ccccc1NS(=O)(=O)c1ccccc1C(F)(F)F,3.3%,14.5
C/C=C/c1ccc(OCC(=O)OCC)c(OC)c1,-5.7%,-8.0
CC(C)(C)C(=O)Nc1ccc2oc(-c3cc(F)c(F)cc3Cl)nc2c1,0.1%,-6.7
CCn1c(CCCc2ccc(OC)c(C)c2)n[nH]c1=S,-2.4%,9.7
COc1ccc(Cl)cc1NC(=O)CN1CCCC1,-3.0%,-8.9
O=C(CCn1cnc2ccccc21)N/N=C/c1ccc(O)cc1,1.7%,-5.6
Cc1cc(C)n2nc(C(=O)N/N=C/c3ccccc3Cl)nc2n1,-5.9%,47.3
CCc1cccc(C)c1NC(=O)CNCc1ccccc1,1.4%,22.4
Cc1ccc2nc(/C(C#N)=C\c3ccc([N+](=O)[O-])o3)[nH]c2c1,4.3%,/

Further records
Structure,GlmU inhibition,Mtb RmlCD inh
O=c1[nH]c(/C(Cl)=C/c2c(F)cccc2Cl)nc2cc(Cl)ccc12,4.4%,-11.5
CN(C(=O)COC(=O)c1ccc2c(c1)NC(=O)CS2)C1CCS(=O)(=O)C1 (stereo not drawn),3.0%,/
CN1CCN(Cc2ccc(OC(F)(F)F)cc2)CC1,0.1%,6.2
CCOc1ccccc1NC(=O)CSc1nnc(CNC(=O)c2ccco2)o1,2.8%,/
CCOC(=O)C1=C(c2ccccc2)N=c2s/c(=C\c3ccco3)c(=O)n2C1c1cccs1 (stereo not drawn),/,6.8
CN(C(=O)CSc1nc(-c2ccc(F)cc2)cs1)C1CCS(=O)(=O)C1 (stereo not drawn),-2.2%,-1.9
Cc1c(NP(=S)(C(C)(C)C)C(C)(C)C)c(=O)n(-c2ccccc2)n1C,1.8%,4.8
COc1ccc(OC)c(CN2CCN(C(=O)c3cccc4ccccc34)CC2)c1,-3.4%,48.5

3 structures already listed, ordered by SMILES length, descending:
Structure,GlmU inhibition,Mtb RmlCD inh
CCOC(=O)C1=C(c2ccccc2)N=c2s/c(=C\c3ccco3)c(=O)n2C1c1cccs1 (stereo not drawn),/,6.8
O=c1[nH]c(/C(Cl)=C/c2c(F)cccc2Cl)nc2cc(Cl)ccc12,4.4%,-11.5
CN1CCN(Cc2ccc(OC(F)(F)F)cc2)CC1,0.1%,6.2

Later entries
Structure,GlmU inhibition,Mtb RmlCD inh
CCOc1ccc(NC(N)=O)cc1OCC,-1.6%,/
O=C1c2cccc3c([N+](=O)[O-])ccc(c23)C(=O)N1Cc1cccnc1,-0.6%,4.1
CN(CC(=O)N1CCc2ccccc21)S(=O)(=O)c1ccc(Cl)cc1,4.6%,/
CC(=O)NC(O)C(=O)c1ccccc1 (stereo not drawn),3.5%,11.6
CC(C)(C#N)Nc1ccccc1,-1.3%,0.3
CCn1nc(C)c(CN2CCN(Cc3cccc(OC)c3)C(CCO)C2)c1C (stereo not drawn),-2.6%,/
CSc1nnc(-c2ccc(F)cc2)o1,0.9%,16.3
CC1(C)C(=O)OC(/C=C\c2cccc([N+](=O)[O-])c2)C(C)(C)C1=O (stereo not drawn),1.0%,-5.5
COc1cc2c(cc1OC)C(C(=O)Nc1ccccn1)C(c1cccnc1)N(C)C2=O (stereo not drawn),-4.3%,9.9
CCOc1ccccc1-c1nn2c(Cc3ccccc3)nnc2s1,2.3%,/
Cc1ccc(Cn2nnnc2CN2CCC(n3nnc4cc(C(F)(F)F)ccc43)CC2)cc1,-0.8%,-6.1
CCOC(=O)c1nonc1NC(C)=O,-8.4%,/
Cc1[nH]n(-c2nc(-c3ccc(Cl)cc3)cs2)c(=O)c1N=Nc1ccc(O)cc1,-6.6%,1.9
CN1C[C@@H]2C(c3ccc(Cl)nc3)C3(c4ccc(C#N)cc4)CC2(C3)[C@H]1c1ccccc1 (stereo partly drawn),1.7%,/
CC(C)Cc1nc2n[nH]c(N)c2c2c1COC(C)(C)C2,-3.1%,6.6
COc1ccc(CCNC2CC(=O)N(CCc3ccc(OC)c(OC)c3)C2=O)cc1 (stereo not drawn),-1.5%,/
COCC(=O)N(C)C1(c2nnnn2CCOC(=O)Nc2cccc3ccccc23)CCCC1,1.4%,1.5
O=S(=O)(c1ccccc1)N1CN2CCN(C2)C1,-0.9%,/
Cc1ccc(-c2nn(-c3ccccc3)cc2C2CC(c3cccs3)=NN2C(=O)CCCC(=O)O)cc1 (stereo not drawn),4.9%,/
COc1ccc(N2CCN(C(=O)CN(C)S(=O)(=O)c3ccc4c(c3)c(=O)n(C)c(=O)n4C)CC2)cc1,4.3%,-8.5
Cc1ccc(S(=O)(=O)N2CCCCC2c2cccnc2)c(C)c1C (stereo not drawn),/,6.3
COc1ccc(Nc2cc(C)c3ccccc3n2)cc1,-1.4%,-6.4
O=C(NCc1ccc(F)cc1)C(Cc1ccccc1)NS(=O)(=O)c1cccs1 (stereo not drawn),-4.8%,7.1
CCCCOc1ccc(OC(=O)c2cccnc2)cc1,-1.9%,5.9
CCN1CCc2nc(SCC(=O)Nc3ccc(OC)cc3)c(C#N)cc2C1,7.4%,/
COc1ccc(Cn2c(O)c(/C=C3/C=CC=N3)c(=O)[nH]c2=O)cc1,1.5%,/
O=C(O)[C@H]1CCCC[C@H]1C(=O)Nc1ccc(Nc2ccccc2)cc1,8.4%,/
COc1ccc(Cc2noc(-c3ccc(OC)c(OC)c3)n2)cc1OC,1.9%,-11.5
OC(c1ccccc1)(c1ccccc1)C1CCCN1 (stereo not drawn),4.0%,/
O=C(NC(Cc1ccccc1)c1nc2ccccc2[nH]1)c1ccc(Cl)c([N+](=O)[O-])c1 (stereo not drawn),2.1%,4.3
Cc1cc(C)c(OCCCCN(C)C)c(Br)c1,-3.2%,-2.5
CCSc1nnc(NC(=O)[C@H](C)NC(=O)c2ccccc2Cl)s1,-3.1%,-15.1
Cc1ccc2c(c1)nc(-n1nc(C)cc1C)c1nnnn12,2.7%,-12.5
Cc1cccc(/C(N)=N/OC(=O)c2cccs2)c1,-4.2%,-1.9
CN1CCN(Cc2nc3c(c(=O)n(C)c(=O)n3C)n2Cc2cccc3ccccc23)CC1,1.5%,/
S=c1[nH]nc(-c2ccco2)n1-c1ccccc1Cl,2.4%,/
COc1cc(C(=O)O)ccc1OCC(=O)N1CCOCC1,1.9%,10.4
CNCCCOc1ccc(Cl)cc1C(C)(C)C,-2.4%,-5.5
COc1ccc(S(=O)(=O)Nc2ccc3oc(C)c(C(=O)O)c3c2)cc1,3.0%,-11.5
Cc1ccc(NC(=S)N(Cc2ccco2)C(C)c2cccs2)c(Cl)c1 (stereo not drawn),-0.6%,2.4

Some values from the entries so far.
In Mtb RmlCD inh, Cc1cccc(/C(N)=N/OC(=O)c2cccs2)c1 has the entry -1.9
In Mtb RmlCD inh, Cc1ccc(NC(=S)N(Cc2ccco2)C(C)c2cccs2)c(Cl)c1 (stereo not drawn) has the entry 2.4
In GlmU inhibition, COc1cc(C(=O)O)ccc1OCC(=O)N1CCOCC1 has the entry 1.9%
In Mtb RmlCD inh, CNCCCOc1ccc(Cl)cc1C(C)(C)C has the entry -5.5
In GlmU inhibition, S=c1[nH]nc(-c2ccco2)n1-c1ccccc1Cl has the entry 2.4%

(more compounds)
Structure,GlmU inhibition,Mtb RmlCD inh
NC(=O)C1CCCN(CCc2ccccc2)C1 (stereo not drawn),-4.9%,105.8
COc1cccc(CN2CCC(CO)(CC3CCCCO3)CC2)c1 (stereo not drawn),1.2%,/
Cc1ccc(C(=O)Nc2ccc(Oc3ccc(C(=O)O)c(C(=O)O)c3)cc2)cc1C,47.7%*,4.8
CCC1CCC/C1=N\NC(=O)CCC(=O)Nc1ccccc1Cl (stereo not drawn),3.3%,-16.0
C=CCSc1nnc(NC(=O)c2ccc(NC(C)=O)cc2)s1,9.3%,2.5
O=C(Nc1ccccc1C(=O)NCc1cccnc1)c1cccc([N+](=O)[O-])c1,-3.5%,/
CC(NC(=O)C1CCCN(S(=O)(=O)c2cccc3nonc23)C1)c1ccccc1 (stereo not drawn),6.1%,-6.8
COc1ccc(OC)c(-n2c(-c3cnccn3)n[nH]c2=S)c1,-3.2%,3.3
